Screening results: PubChem, several laboratories
CYP2C19 inh: human CYP2C19 inhibition; inhibition, % at 5 µM; P33261; hit rate 21% among 96,000; CYP2C19 Supersomes, luciferin-H EGE luminescence, 30 min;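 active = CYP2C19 inhibition above a set limit at 5 µM in the primary screen, cut at about 50% in these data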;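 note: plate controls were negative control wells for no effect and 2.5 mM tranylcypromine positive control for full effect; values of inactives mirror those of a sister screen read the other way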
Target sequence (P33261 whole entry, looked up): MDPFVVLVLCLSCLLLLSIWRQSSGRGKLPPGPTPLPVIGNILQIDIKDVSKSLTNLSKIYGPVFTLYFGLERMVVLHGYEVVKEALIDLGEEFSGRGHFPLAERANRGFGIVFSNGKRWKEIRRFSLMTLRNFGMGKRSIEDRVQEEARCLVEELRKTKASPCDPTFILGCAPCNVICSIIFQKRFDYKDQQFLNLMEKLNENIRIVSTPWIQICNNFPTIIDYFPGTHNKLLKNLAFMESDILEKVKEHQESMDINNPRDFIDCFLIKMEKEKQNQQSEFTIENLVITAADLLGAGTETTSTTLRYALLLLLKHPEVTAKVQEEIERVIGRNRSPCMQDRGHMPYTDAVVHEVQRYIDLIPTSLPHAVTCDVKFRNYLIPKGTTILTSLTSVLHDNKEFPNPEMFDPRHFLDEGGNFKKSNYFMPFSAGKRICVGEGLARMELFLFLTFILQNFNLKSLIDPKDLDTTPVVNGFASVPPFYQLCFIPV
sEH activator: activators of human soluble epoxide hydrolase. P34913. purified human sEH enzymatic activity, activator screen. activation, % at 2 µM. hit rate 0.04% among 91,000; in the data active = activation above about 37%; note: values of inactives mirror those of a sister screen read the other way
Target sequence (P34913 whole entry, looked up): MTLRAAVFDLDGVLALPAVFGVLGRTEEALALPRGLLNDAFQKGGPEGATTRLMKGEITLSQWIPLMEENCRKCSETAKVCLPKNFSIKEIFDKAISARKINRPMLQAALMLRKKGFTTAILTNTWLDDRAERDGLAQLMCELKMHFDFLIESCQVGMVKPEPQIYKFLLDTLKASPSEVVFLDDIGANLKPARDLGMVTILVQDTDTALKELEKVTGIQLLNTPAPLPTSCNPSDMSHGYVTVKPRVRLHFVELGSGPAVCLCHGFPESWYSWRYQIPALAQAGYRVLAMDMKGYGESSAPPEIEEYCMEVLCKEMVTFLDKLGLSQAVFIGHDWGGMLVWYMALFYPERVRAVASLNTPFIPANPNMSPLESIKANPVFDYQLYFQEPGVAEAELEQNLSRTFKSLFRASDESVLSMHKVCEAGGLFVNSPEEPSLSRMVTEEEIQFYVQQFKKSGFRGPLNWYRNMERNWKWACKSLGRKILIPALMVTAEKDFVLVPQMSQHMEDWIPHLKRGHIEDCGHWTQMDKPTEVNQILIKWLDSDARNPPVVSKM
hDAT+cocaine: changed human dopamine transporter uptake under cocaine IC80. Q01959. LLC-PK1 hDAT cells, [14C]-dopamine uptake with cocaine IC80; actives deviate in either direction. B-score at 10 µM. hit rate 1.3% among 110,000;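 active = Z score or B-score, a plate-position-corrected score, falls beyond the plate's 99.7% confidence bounds, in either direction; inactive = both scores lie inside the 99.7% bounds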;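 note: scored against the spread of the other compound wells on the same plate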
PostGolgi ctrl: inhibits growth of the yeast control strain. AID 738. hit rate 5% among 98,000. inhibition, % at 10 µM. efflux-deficient yeast background strain, growth absorbance A615, 16 h
S1P2 antag: S1P2 (human) receptor antagonism. hit rate 0.21% among 97,000. cell-based S1P2 antagonist assay, inhibition at 5 uM. AID 736. O95136. inhibition, % at 5 µM; in the data active = inhibition above about 45%;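 note: CRE beta-lactamase reporter cells expressing human S1P2 stimulated with S1P; 0% = agonist at EC80 alone and 100% = agonist plus reference antagonist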
sEH inh: soluble epoxide hydrolase (human) inhibition. P34913. recombinant human sEH enzymatic activity assay. inhibition, % at 2 µM. hit rate 0.34% among 91,000. AID 707; in the data active = inhibition above about 80%; note: values of inactives mirror those of a sister screen read the other way; many of its hits are not listed in these tables
S1P2 ag: S1P2 (human) receptor agonism; activation, % at 4.5 µM; hit rate 0.46% among 97,000; S1P2-expressing cell line, agonist reporter read-out; AID 729; O95136; in the data active = activation above about 16%;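 note: 0% = vehicle low control and 100% = maximal reference agonist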
CYP2C19 activ: cytochrome P450 2C19 (human) activation; P33261; recombinant CYP2C19, luciferin-H EGE luminescence; active compounds read high; 0 = fully inhibited enzyme, 1 = untreated enzyme; activation factor at 5 µM; 96,000 tested, under 10 active; AID 1025;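 active = activation factor of at least 2 at 5 µM in the primary screen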;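 note: 0 = wells with 2.5 mM tranylcypromine and 1 = vehicle-only wells; values of inactives mirror those of a sister screen read the other way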
PostGolgi yeast: growth inhibition of a yeast mutant, post-Golgi transport screen. post-Golgi transport phenotypic cell assay. inhibition, % at 10 µM. hit rate 0.9% among 98,000. AID 739;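 note: yeast cells grown in 1536-well plates; yeast grown about 18 h at 30C before absorbance read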
* = called active by the depositor; / = no result given. Cut-off read from the data, not from the text of the source, unless noted: active = inhibition above about 30%; inactive = the rest.

SMILES	CYP2C19 inh	sEH activator	hDAT+cocaine	PostGolgi ctrl	S1P2 antag	sEH inh	S1P2 ag	CYP2C19 activ	PostGolgi yeast
CN(C)c1nc(-c2ccccc2)[n+](C)s1	7	/	-0.27	15	-5	/	-6	0.9	5
Cc1cccc(-n2c(O)c(C=NCc3cccnc3)c(=O)[nH]c2=O)c1C	3	0	-0.51	-6	2	-1	-5	1	3
O=C1C2CCCN2C(c2ccc(Cl)cc2)N1c1ccccn1 (centres undefined)	-5	/	0.88	0	-12	/	-6	1.1	2
CCC(=NCCN1CCCCC1)c1c(O)n(C)c(=O)n(C)c1=O	-14	-4	0.31	-4	-5	4	-3	1.1	3
COc1ccc(CCn2c(O)c(C=NCCN3CCCCC3)c(=O)[nH]c2=O)cc1OC	-13	-3	0.85	9	-5	2	-4	1.1	8
C1CNC2NCCNC2N1 (centres undefined)	-23	15	-1.4	-1	-3	-14	-1	1.2	-5
CCCC[N+]12CCC(CC1)C(C(=O)c1cccs1)C2 (centres undefined)	4	-4	0.0029	25	3	6	-3	1	5
CCC(=NCC1CCCO1)c1c(O)[nH]c(=O)[nH]c1=O (centres undefined)	-2	-12	-0.31	12	-16	11	-5	1	10
O=C(Nc1ccccc1OC(=O)N1CCOCC1)N1CCOCC1	27	-6	-0.6	12	13	6	-3	0.7	0
S=C1CN=C(c2ccccc2)c2cc(Cl)ccc2N1	/	16	-0.75	/	-7	-13	-1	/	/
C=CCOC(=O)C1=C(C)OC(N)=C(C#N)[C@@]12C(=O)N(CC(N)=O)c1ccccc12	44	-7	0.0081	3	-19	7	-2	0.6	2
C=CCN1C(=O)C2(C(C(=O)OCC)=C(N)Oc3ccccc32)C2=C1CCCC2=O (centres undefined)	-11	15	-0.75	25	-2	-11	-8	1.1	16
CCCCN1C(=O)NC(=O)/C(=C/c2cnc(SC)nc2)C1=O	-1	4	-0.35	10	-5	-4	-3	1	-3
Clc1cccc(N2CCNCC2)c1Cl	/	12	0.26	/	-9	-12	-7	/	/
CNP1(NC)=Nc2nn(-c3ccccc3)c(N)c2C(c2ccccc2)=N1	-2	-16	1.3	-3	9	16	-3	1	-4
CN1C2C=C(N(C(=O)c3ccc(Cl)cc3)c3ccccc3)CC1CC2 (centres undefined)	20	1	-0.33	0	12	-1	0	0.8	11
COc1ccccc1CN1CCN(C(=O)COc2ccccc2)CC1	26	2	0.33	4	15	-3	-4	0.7	-1
CCC(=NCc1ccc2c(c1)OCO2)c1c(O)n(C2CCCCC2)c(=O)[nH]c1=O	99*	2	0.85	67*	6	-4	-4	0	22
CCOC(=O)c1c(C)n(CCN2CCN(C)CC2)c2ccc(OC)cc12	7	-5	-0.52	-5	-11	8	1	0.9	0
CCOc1ccc(C2(C#N)CC[N+](C)(C)CC2)cc1	-1	20	0.28	16	5	-16	-1	1	8
CCC(=NCCN1CCOCC1)c1c(O)n(-c2ccccc2C)c(=O)[nH]c1=O	-4	0	-1	-1	17	-2	-5	1	1
C=CCOC(=O)C1=C(C)OC(N)=C(C#N)C12C(=O)N(CN1CCOCC1)c1ccccc12 (centres undefined)	7	/	0.02	-7	11	/	-5	0.9	-5
Cc1ccc(S(=O)(=O)N(C)CCCC(=O)N2CCN(c3ccccn3)CC2)cc1	52*	16	0.64	13	11	-14	2	0.5	-6
COc1ccc(-c2nc3ccccc3c(=O)n2-c2nccs2)cc1	-6	18	0.27	7	3	-17	-2	1.1	13
O=C(NCc1ccccn1)c1ccccc1Cl	8	5	0.14	3	-6	-7	-1	0.9	2
CCCCOc1ccc(CN2CCN(CC)CC2)cc1	6	15	-0.036	-3	4	-12	0	0.9	-8
Cc1ccc(Cc2c(C)nc3nc(SCC(=O)N4CCC5(CC4)OCCO5)nn3c2C)cc1	52*	-16	0.69	5	-12	14	-4	0.5	2
C=CCn1c(O)c(C(C)=NCCC2=CCCCC2)c(=O)[nH]c1=O	1	-6	1.2	20	-5	6	-2	1	4
CN1CCc2nc3sc(C#N)c(N)c3c(-c3cccs3)c2C1	10	13	0.64	-1	4	-11	-9	0.9	-8
O=C(NC(Oc1ccccc1)C(Cl)(Cl)Cl)c1ccccc1 (centres undefined)	15	-2	0.36	2	7	0	-3	0.8	5
N/C(=N\N=C\c1ccc(O)cc1O)N[N+](=O)[O-]	-3	7	-0.058	-1	3	-6	-2	1	24
O=C(COc1ccccc1)N1CCN(CC(O)COc2ccccc2)CC1 (centres undefined)	19	/	-0.16	-4	23	/	-5	0.8	-8
O=C1C2CCCN2C(c2ccncc2)N1c1ccc(Cl)c(Cl)c1 (centres undefined)	68*	/	-0.49	5	-4	/	-5	0.3	5
CCC(=NCCO)c1c(O)n(-c2ccccc2)c(=O)[nH]c1=O	-2	3	0.17	24	10	-3	1	1	1
O=C1C2CCN(CC2)C1Cc1ccc(OCCOc2ccccc2)cc1 (centres undefined)	-15	-5	0.084	43*	15	7	-6	1.1	1
CN1C(=O)N(C)C(=O)C2(Sc3ccccc3C2=O)C1=O	12	-7	0.023	-1	1	7	-2	0.9	4
COc1cc(C)c(CN2CCN(c3ccccc3)CC2)cc1C	56*	6	-0.33	7	14	-6	-2	0.4	-3
COCCNC(=O)c1c(N)n(CCC(C)C)c2nc3ccccc3nc12	16	6	-0.096	30	-34	-12	16*	0.8	-1
Cc1ccc(Cn2nnnc2CN2CCC(n3nnc4ccccc43)CC2)cc1	87*	/	2	12	/	/	/	0.1	5
CC12CN3CC(C)(CN(C1)C3c1cccs1)C2O (centres undefined)	58*	3	-0.43	4	5	-1	-1	0.4	5

5 consecutive compounds out of the list so far, quoted:
SMILES	CYP2C19 inh	sEH activator	hDAT+cocaine	PostGolgi ctrl	S1P2 antag	sEH inh	S1P2 ag	CYP2C19 activ	PostGolgi yeast
CCC(=NCCN1CCOCC1)c1c(O)n(-c2ccccc2C)c(=O)[nH]c1=O	-4	0	-1	-1	17	-2	-5	1	1
C=CCOC(=O)C1=C(C)OC(N)=C(C#N)C12C(=O)N(CN1CCOCC1)c1ccccc12 (centres undefined)	7	/	0.02	-7	11	/	-5	0.9	-5
Cc1ccc(S(=O)(=O)N(C)CCCC(=O)N2CCN(c3ccccn3)CC2)cc1	52*	16	0.64	13	11	-14	2	0.5	-6
COc1ccc(-c2nc3ccccc3c(=O)n2-c2nccs2)cc1	-6	18	0.27	7	3	-17	-2	1.1	13
O=C(NCc1ccccn1)c1ccccc1Cl	8	5	0.14	3	-6	-7	-1	0.9	2

(listing goes on)
SMILES	CYP2C19 inh	sEH activator	hDAT+cocaine	PostGolgi ctrl	S1P2 antag	sEH inh	S1P2 ag	CYP2C19 activ	PostGolgi yeast
COc1cc(CN2CC3CC(C2)c2cccc(=O)n2C3)cc(OC)c1OC (centres undefined)	20	/	0.96	/	14	/	-4	0.8	/
Cc1ccccc1OCCN=Cc1c(O)n(C)c(=O)n(C)c1=O	64*	-1	0.0095	12	-9	4	1	0.4	-11
CCc1nc2ccc(Br)cc2c(=O)n1-c1ccccc1C(F)(F)F	/	-10	-0.85	/	-25	7	-3	/	/
CN1C(=O)c2ccccc2Sc2ccc(C(=O)N3CCC4(CC3)OCCO4)cc21	0	-4	/	5	17	4	-2	1	11
CC(C)OC(=O)C1C(=O)NC2(C)CC1c1ccccc1O2 (centres undefined)	60*	-4	-0.38	9	6	6	0	0.4	4
COc1ccc(C(=O)C2(C)N(O)C(C)C(c3cccs3)=[N+]2[O-])cc1 (centres undefined)	42	4	0.37	1	16	0	-3	0.6	-17
N#Cc1ccccc1Cn1cc(C(=O)c2cccs2)c2ccccc21	54*	-7	0.4	-2	-14	10	0	0.5	57*
CCOC(=O)C1=C(N)OC2=C(C(=O)CCC2)C12C(=O)N(CC(N)=O)c1ccccc12 (centres undefined)	-18	-2	1.1	5	21	2	-3	1.2	11
O=C(c1cccn2c(=O)c3ccc(Cl)cc3nc12)N1CCC2(CC1)OCCO2	14	8	/	5	-5	-5	-5	0.9	5
COc1cc2c3c(c1OC)-c1cc(O)ccc1CC3NCC2 (centres undefined)	-3	-1	0.3	14	22	1	-5	1	1
CN(C)C(=O)NC(O)C(Cl)(Cl)Cl (centres undefined)	24	-19	-0.4	0	3	16	-3	0.8	-4
CCOC(=O)C1CCN(/C=C2/C(=O)NC(=O)N(c3ccc(OCC)cc3)C2=O)CC1	6	12	-0.068	0	-3	-11	-4	0.9	5
COc1ccc(OP(=O)(Nc2ccccc2)Nc2ccccc2)cc1	83*	20	1.1	1	9	-18	-1	0.2	-3
COc1ncccc1C(=O)NCC(CC(=O)O)c1ccccc1 (centres undefined)	6	/	0.77	9	/	/	/	0.9	-4
CCCCn1c(O)c(C(C)=Nc2ccc(C(=O)O)cc2)c(=O)[nH]c1=O	1	-14	-0.36	-1	3	13	-5	1	1
CCCc1nc2ccccc2c(=O)n1-c1cccc(OC)c1	51*	12	0	17	-3	-14	-9	0.5	-1
Cc1[nH]c2ccccc2c1CCN	/	5	0.3	/	-4	-6	-1	/	/
O=c1[nH]c(=O)n(CCc2ccccc2)c(O)c1C=NCc1ccc2c(c1)OCO2	-26	8	-0.0025	4	6	-11	-1	1.3	4
O=C(CNC1CCCCC1)N1CCC2(CC1)OCCO2	9	-6	-1.3	0	-5	8	-4	0.9	-1
CCN1CCN(Cc2ccccc2C)CC1	-2	/	0.51	5	/	/	/	1	3
O=C(C1CCC(=O)N1Cc1ccccc1Cl)N1CCC2(CC1)OCCO2 (centres undefined)	10	-2	-0.42	4	-3	2	0	0.9	-2
O=C1CCCC2=C1C(c1cccnc1)Nc1ccccc1N2 (centres undefined)	6	1	-0.5	2	-2	-3	-1	0.9	3
CN(C)CCc1nc2ccccc2c(=O)n1-c1ccccc1	3	14	0.0026	11	-12	-14	4	1	-3
CC(=O)OC1(c2ccccc2)CCN(C)C2CCCCC21 (centres undefined)	-20	/	-0.33	13	/	/	/	1.2	5
O=C(NC1(C(F)(F)F)Oc2ccccc2O1)N1CCC2(CC1)OCCO2	/	2	-1.1	/	-15	-2	-2	/	/
COc1ccc(CCNCc2ccccc2F)cc1OC	/	9	-0.6	/	1	-5	-3	/	/
CN(C)C(Cc1ccccc1)C(=O)c1ccc(-c2ccccc2)cc1 (centres undefined)	50	5	-0.61	-2	-2	-4	1	0.5	-7
CCC(C)NC(=O)c1c(N)n(CCCOC)c2nc3ccccc3nc12 (centres undefined)	69*	15	2.3	28	-69	-15	25*	0.3	0
Cc1cc(C)c(S(=O)(=O)NCC2CCC(C(=O)N3CCC4(CC3)OCCO4)CC2)c(C)c1 (centres undefined)	26	-12	0.98	4	-6	15	-5	0.7	-2
O=c1c2ccccc2nc(-c2ccco2)n1-c1ccncc1	1	12	-0.13	-5	16	-10	-3	1	12
Cc1ccc(-n2c(-c3cccs3)nc3ccccc3c2=O)cc1	36	10	/	23	-3	-8	-5	0.6	-2
CC(=O)c1ccc(OC(NC(=O)c2ccco2)C(Cl)(Cl)Cl)cc1 (centres undefined)	14	1	0.67	16	-19	-2	-6	0.9	6
COc1ccccc1N=C1SCCCN1C	-31	/	-0.11	-1	/	/	/	1.3	-5
CCCCN1CCC(C#N)(Nc2ccccc2)CC1	71*	-15	-0.21	7	-7	16	-5	0.3	-4
Cc1nc2cc(C(F)(F)F)ccc2n1C1CCN(Cc2nnnn2CCc2ccccc2)CC1	/	3	3.5*	/	-2	-3	-8	/	/
C=CCn1c(O)c(C(CC)=Nc2ccc(N(CC)CC)cc2)c(=O)[nH]c1=O	-6	12	-0.52	3	11	-15	-2	1.1	-4
OCCNc1c2c(nc3ccccc13)CCCC2	4	-6	0.3	-2	18	6	-1	1	7
CC(C)N1C(=O)/C(=C/C=C/c2ccco2)C(=O)N(Cc2ccco2)C1=O	-16	-1	/	0	-7	1	-4	1.2	-4
CCN(c1ccc(C(O)(C(=O)OC)C(F)(F)F)cc1)S(=O)(=O)c1ccc(C)cc1 (centres undefined)	49	4	0.62	35*	-2	-6	-2	0.5	-2
O=C(Cc1ccccc1)Oc1ccc(N2C(=O)C3CCCCC3C2=O)cc1 (centres undefined)	/	-5	0.038	/	1	8	1	/	/

The list is partial (hit frequency here may not be typical).
